# Bioassay records deposited in PubChem by National Center for Advancing Translational Sciences (NCATS).
# MmCpn inh: Inhibitors of TCP-1 ring complex (TRiC) of Methanococcus maripaludis (MmCpn): qHTS; purified Mm-Cpn ATPase, ADP Transcreener TR-FRET; Potency, µM (series often up to 76.9 µM), without a hit: at the top dose activity, negative = inhibition, hits mostly inhibitors; hit rate 0.031% among 330,000; AID 504842, 2011; also: potency is read from the fitted curve at half-maximal effect; % is scaled to controls: 0 for no effect and ±100 for the full control effect; nearly all actives have a fitted effect of over 80% in size
#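 ATP (10 uM final) was added to archaeal chaperonin (25 nM final) after 10 min exposure to test compound at 37°C; after 30 min further incubation, ADP was detected by competitive TR-FRET.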
# A549 viability: Nrf2 qHTS screen for inhibitors: counterscreen for cytotoxicity; A549 ARE-Fluc cells, CellTiter-Fluor viability, 18-24 h; Potency, µM (series often up to 46 µM), for the others: at the highest dose activity change, negative = cytotoxicity, hits mostly inhibitors; hit rate 0.16% among 390,000; AID 504648, 2011; also: potency is read from the fitted curve at half-maximal effect; % is scaled to controls: 0 for no effect and ±100 for the full control effect
#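 A549 ARE-Fluc cells in 5% FBS OPTI-MEM, 5000 cells/well, rested 2 h then exposed to compounds in concentration-response for 18-24 h at 37 °C. Viability by CellTiter-Fluor fluorescence (Ex 405/Em 525) after 30 min; luciferase luminescence (BugLite, 15 min, RT) read afterwards.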
# Akt phos inh: HTS Assay for Inhibitors of Akt Phophorylation: Primary Screen; AID 651550, 2012; Neuro2A IGF-stimulated pAkt S473 HTRF, 20 min; stronger effect = lower value; activity change, % for hits at 50 µM; hit rate 0.32% among 360,000; in the data active = activity change below about -80%; inconclusive = mostly about -51% to -80%; also: % is scaled to controls: 0 for no effect and ±100 for the full control effect
#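 Single-point screen (50 µM final compound) in Neuro2A cells stimulated 20 min with 6 nM IGF at 37 deg C. After lysis, Ser473-phosphorylated Akt read by HTRF (ex 330 nm, em 615/665 nm) as the 665/615 ratio.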
# ATXN viability: Viability Counterscreen for Primary qHTS for Inhibitors of ATXN expression; S2 cells (HEK-293 line with an ATXN2-luciferase reporter) viability, CellTiter-Fluor protease fluorescence, 24 h; Potency, µM (doses to about 56.7 µM), most hits filed as cytotoxic; hit rate 0.49% among 400,000; also: potency is read from the fitted curve at half-maximal effect; nearly all actives have a fitted effect of over 40% in size
# Nrf2 ARE act: qHTS of Nrf2 Activators | AREc32 ARE-luciferase reporter (MCF7-derived line), luminescence, 24 h | Potency, µM (doses to about 46.1 µM), without a hit: top-dose activation, actives largely listed as activators | hit rate 0.31% among 410,000 | AID 624171, 2012; also: potency is read from the fitted curve at half-maximal effect; % of control where 0% means no effect; nearly all actives have a fitted effect of over 65% in size
#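 Each well held 1000 AREc32 cells, which were incubated with compound for 24 hr at 37 deg C after overnight attachment, and ARE reporter activity was quantified by firefly luciferase luminescence.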
# TGFb SMAD3 inh: qHTS for Inhibitors of TGF-b; HepG2 CAGA-GFP TGF-b/SMAD3 reporter, GFP fluorescence, 18 h; TGF-beta stimulated, 500 pg/mL final; Potency, µM (highest dose often 46.1 µM), for the others: at the top dose activity, negative = inhibition, actives largely listed as inhibitors; AID 588855, 2011; hit rate 1.2% among 410,000; also: potency is read from the fitted curve at half-maximal effect; % is scaled to controls: 0 for no effect and ±100 for the full control effect; nearly all actives have a fitted effect of over 65% in size
#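 Cell-based qHTS in HEPG2 carrying a CAGA-GFP Smad reporter; compounds added before 500 pg/mL final TGF-beta, 18 h incubation at 37 degrees C, GFP fluorescence quantified per cell by imaging cytometry.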
# HepG2 tox: qHTS for Inhibitors of TGF-b: Cytotox Counterscreen; hit rate 0.76% among 410,000; AID 588856, 2011; Potency, µM (doses to about 46.1 µM), for the others: at the highest dose activity change, negative = cytotoxicity, actives largely listed as cytotoxic; HepG2 CAGA-GFP viability, ATP luminescence, 18 h; also: potency is read from the fitted curve at half-maximal effect; some results filed as inactive show a strong effect at the top dose
#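 HepG2 CAGA-GFP cells (1000/well, DMEM with 1% FBS) received compound, then TGF-beta at 500 pg/mL final, and were incubated 18 hours at 37 degrees C. Viability was read by CellTiter-Glo luminescence. Media-only wells were set as complete cell-killing and DMSO as no toxicity.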
# CCT modulator: High-Throughput Screening for Modulators of Cytosolic Chaperonin Activity; purified chaperonin ATPase assay, HTRF ADP detection, 30 min; activity change, % (test concentration not listed), hits read low; hit rate 0.3% among 360,000; in the data active = activity change below about -30%; also: % is scaled to controls: 0 for no effect and ±100 for the full control effect
#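 First, chaperonin was dispensed at 40 nM or 20 nM final depending on batch activity. Next, compounds were pinned at 76 uM and ATP added at 10 uM. After 30 min at 37 °C, ADP detection reagents ran 30 min at ambient temperature.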
# Nrf2 inh: Nrf2 qHTS screen for inhibitors; A549 ARE-Fluc reporter, luciferase luminescence, 18-24 h; Potency, µM (doses to about 46 µM), inactives show top-dose activity change, negative = inhibition, actives largely listed as inhibitors; hit rate 2.1% among 360,000; AID 504444, 2011; also: potency is read from the fitted curve at half-maximal effect; % is scaled to controls: 0 for no effect and ±100 for the full control effect; nearly all actives have a fitted effect of over 60% in size
#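 Reporter: ARE-Fluc in A549. Exposure: 18-24 h, 37 °C, 5% CO2, 5% FBS OPTI-MEM. Readouts: fluorescent cytotoxicity (CellTiter-Fluor), then luminescent Nrf2 signal after BugLite.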
# The depositor's hits bear a star; i = inactive; u = inconclusive; x = not tested or not shown; [ ] = dose if it differs, or a comment. Unless noted, calls follow the shape of the dose curve; as a rule, active = well fitted curve in the direction sought with a large enough effect; inconclusive = small, poorly fitted or top-dose-only effect, or another doubt; inactive = no such curve, though single readings can be large; an effect the other way counts as inactive or inconclusive. Hits appear at their usual frequency. About 4.4% of those tested had a hit in this group.
# Start of the listing, in advance:
Compound,MmCpn inh,A549 viability,Akt phos inh,ATXN viability,Nrf2 ARE act,TGFb SMAD3 inh,HepG2 tox,CCT modulator,Nrf2 inh
NS(=O)(=O)c1ccc(NN=C2CCCCC2)c([N+](=O)[O-])c1,0%,1%,i,i,1.5%,-10%,4%,-2.9,-21%
O=C(CN1CCN(S(=O)(=O)c2ccc(Cl)c(Cl)c2)CC1)N1CCCC1,4%,0%,i,i,1.9%,-14%,-28%,-4.0,-27%
Cc1ccc(S(=O)(=O)CCC(=O)NCCc2ccccc2)cc1,1%,6%,i,i,0.2%,9%,9%,-2.4,3%
CCOc1cc(N2CCOCC2)c(OCC)cc1NC(=O)COC(=O)c1ccccc1C,-1%,-6%,i,i,-0.5%,14%,0%,-0.1,-29%

# The list itself (from the top)
Compound,MmCpn inh,A549 viability,Akt phos inh,ATXN viability,Nrf2 ARE act,TGFb SMAD3 inh,HepG2 tox,CCT modulator,Nrf2 inh
NS(=O)(=O)c1ccc(NN=C2CCCCC2)c([N+](=O)[O-])c1,0%,1%,i,i,1.5%,-10%,4%,-2.9,-21%
O=C(CN1CCN(S(=O)(=O)c2ccc(Cl)c(Cl)c2)CC1)N1CCCC1,4%,0%,i,i,1.9%,-14%,-28%,-4.0,-27%
Cc1ccc(S(=O)(=O)CCC(=O)NCCc2ccccc2)cc1,1%,6%,i,i,0.2%,9%,9%,-2.4,3%
CCOc1cc(N2CCOCC2)c(OCC)cc1NC(=O)COC(=O)c1ccccc1C,-1%,-6%,i,i,-0.5%,14%,0%,-0.1,-29%
Cc1nn(CCCC(=O)Nc2cnn(Cc3ccc(F)cc3)c2)c(C)c1[N+](=O)[O-],-1%,0%,i,i,-0.5%,-20%,-10%,-2.2,-6%
CCOc1ccc(NC(=O)C2CCCN2S(=O)(=O)c2ccc3c(c2)C(C)(C)C(=O)N3C)cc1 (stereo not drawn),2%,-3%,i,i,3.2%,-28%,-27%,0.3,u
COc1ccc(S(=O)(=O)NNC(=O)C23CC4CC(CC(C4)C2)C3)cc1[N+](=O)[O-],1%,-1%,i,i,-0.6%,-3%,-1%,1.5,6%
Cc1nc(N2CCN(Cc3ccc4c(c3)OCO4)CC2)c2cc(-c3ccccc3)sc2n1,-20%,0%,i,i,7.2%,u,-35%,1.7,u
CN(CC(=O)Nc1ccc(F)cc1)C(=O)C1CC(=O)N(Cc2ccccc2)C1 (stereo not drawn),0%,1%,i,i,0.1%,-6%,-53%,0.0,-5%
O=C1N(c2ccccc2)C[C@@H]2C[C@@H](c3cccc4c3OCO4)N3CCC[C@@]123,-2%,1%,i,i,-0.2%,2%,-5%,-1.6,-5%
C[C@H](CO)N1C[C@H](C)[C@@H](CN(C)C(=O)Nc2ccc3c(c2)OCO3)Oc2ccc(NC(=O)Nc3ccc4c(c3)OCO4)cc2C1=O,-1%,5%,i,i,2.2%,13%,-15%,-2.8,1%
Cc1ccc(S(=O)(=O)/N=C(/Nc2c(C)cccc2C)c2ccccc2)cc1,-1%,4%,i,i,-0.2%,11%,-15%,1.5,-3%
CCOC(=O)N1CCC(NC(=O)C2CCCN(Cc3nc(-c4ccc(CC)cc4)oc3C)C2)CC1 (stereo not drawn),0%,-3%,i,i,1.7%,u,-27%,-2.2,u
O=c1oc(CCCO)cc2ccc(C#Cc3ccsc3)cc12,-10%,-5%,i,u,u,u,-29%,-0.2,5%
O=S(Cc1ccc(Cl)cc1)CC(O)COCc1ccc(Cl)cc1 (stereo not drawn),2%,-16%,x,i,0.2%,-6%,-7%,-1.6,x
O=C1CC(N2CCN(c3ccc(F)cc3)CC2)C(=O)N1c1ccc(F)cc1 (stereo not drawn),0%,-7%,i,i,-0.1%,6%,-3%,-2.5,-4%
O=C(NC1CCCCC1)C1c2ccccc2OCC(=O)N1Cc1ccccn1 (stereo not drawn),x,x,i,i,0.6%,x,x,1.6,x
COc1ccc(Cc2noc(-c3ccc([N+](=O)[O-])cc3)n2)cc1OC,4%,-2%,i,i,4.3%,u,-23%,1.5,u
COc1ccc(C(C)=O)c(Oc2cc(NN3CCCCC3)c([N+](=O)[O-])cc2[N+](=O)[O-])c1,1%,3%,i,i,-0.6%,-25%,-5%,0.3,19%
C#CCOCCOCCOCCNc1nc(N2CCN(C(=O)C([C@@H](C)CC)n3cc(C(N)Cc4ccc(O)cc4)nn3)CC2)nc(N2CCN(C(=O)[C@H](CCC(=O)O)n3cc(C(N)CO)nn3)CC2)n1 (stereo partly drawn),x,-15%,i,i,0.3%,-1%,-3%,-0.2,5%
CC(NC(=O)COC(=O)c1ccc([N+](=O)[O-])s1)c1ccccc1 (stereo not drawn),-5%,0%,i,i,2.6%,-30%,-28%,1.9,-11%
COc1cccc(C2N(c3ccccc3)CCN2c2ccccc2)c1OC,2%,-1%,i,i,-0.6%,35%[activator],0%,-2.3,3%
CCCCOC(=O)C(C)Sc1n[nH]c(=O)[nH]c1=O (stereo not drawn),0%,-1%,i,i,0.1%,15%,-1%,-2.8,-13%
CCC(OC(=O)c1cccs1)C(=O)NCc1ccc2c(c1)OCO2 (stereo not drawn),1%,-5%,i,i,0.2%,-11%,4%,-0.2,0%
COc1cc(C2C(C(=O)Nc3ccccc3)=C(C)Nc3nnnn32)cc(OC)c1OC (stereo not drawn),x,-2%,x,i,3.9%,9%,0%,x,9%
CCN1C(=O)C(CC(=O)Nc2ccc(C)cc2C)Nc2cc(S(=O)(=O)N(C)C)ccc21 (stereo not drawn),2%,-6%,i,u,-0.1%,-20%,0%,-1.3,u
Cc1ccc(CN=Cc2[nH]c3ccc(Br)c(Cl)c3c2O)cc1,-2%,-5%,i,i,u,-7%,18µM*,-1.4,4%
Cc1cccn2c(=O)c(C=O)c(N3CCCCC3)nc12,-3%,-16%,i,x,-0.4%,0%,-8%,0.9,u
CC(C)CNS(=O)(=O)c1cc(C(=O)OCC(=O)N2CCOCC2)c(Cl)cc1Cl,-1%,-11%,i,i,-0.4%,-13%,-18%,0.0,-24%
O=C(CSC1=Nc2ccccc2C2=NC(c3ccccc3)C(=O)N12)NC1CCCCC1 (stereo not drawn),1%,3%,i,i,0.1%,-14%,0%,-1.1,-26%
O=S(=O)(NCCc1ccccn1)c1cccs1,1%,-2%,i,i,-0.3%,u,1%,2.9,6%
Cc1ccc(Cl)cc1Nc1nn2c(=O)c3ccc(C(=O)N4CCCC(C)C4)cc3nc2s1 (stereo not drawn),x,1%,x,x,-0.3%,-25%,-19%,x,x
Oc1ccc(/C=N/Nc2cc(N3CCOCC3)nc(N3CCOCC3)n2)cc1,x,19%,i,i,4.8%,27%,-44%,-0.8,-15%
O=C(COc1ccc(F)cc1)NCc1ccc2c(c1)CCN2C(=O)c1ccccc1,x,-9%,x,x,-1.1%,37%[activator],0%,x,x
Cc1nn(-c2ccccc2)c(-c2ccccc2[N+](=O)[O-])c1CC#N,x,x,i,i,0.2%,4%,-13%,1.4,x
C[C@@H]1CCCCO[C@H](CN(C)C(=O)Nc2cccc3ccccc23)[C@@H](C)CN([C@H](C)CO)C(=O)c2cc(NC(=O)c3ccccc3)ccc2O1,x,x,i,u,0.3%,-6%,-26%,-2.3,x
CN(C(=O)/C(N=Nc1cccc(C(F)(F)F)c1)=C(\O)C(F)(F)F)c1ccccc1,-1%,-8%,i,i,0.3%,u,-57%,-1.6,-1%
COc1ccc2cc(CCNC(=O)C(C)C)c(=O)[nH]c2c1,0%,1%,i,i,-0.4%,u,0%,-0.3,3%
Cc1ccc(C)c(OCCCC(=O)O)c1,1%,0%,i,i,0.5%,9%,6%,0.8,2%
Cc1csc(=O)n1CCC(=O)OC(C)C(=O)NCc1ccccc1 (stereo not drawn),0%,-2%,i,i,-0.1%,-6%,6%,-3.0,11%
COC(=O)[C@H](Cc1ccccc1)NC(=O)/C=C/[C@H]1O[C@@H](n2cc(C)c(=O)[nH]c2=O)C[C@@H]1O,x,x,i,i,-1.3%,-13%,-6%,0.4,x
CC(C)N(C(=O)C1CC(=O)OC12CCCCC2)C(C)C (stereo not drawn),-1%,-10%,i,i,0.0%,u,6%,1.7,23%
CCOC(=S)N/C(=N\S(C)(=O)=O)c1ccccc1,0%,7%,i,i,0.1%,-6%,0%,1.2,1%
CCOC(=O)C1(Cc2ccccc2C)CCCN(C(=O)c2ccc(OC)o2)C1 (stereo not drawn),0%,-1%,i,i,-0.5%,-7%,-23%,-0.9,-16%
CCN(c1ccccc1)S(=O)(=O)c1ccc(C(=O)N(C)CCc2ccc(OC)c(OC)c2)cc1,0%,-7%,i,i,0.0%,-2%,-2%,-1.4,7%
Cc1cc(-c2cc(-c3ccccc3)on2)nc(NCC2CC2)n1,0%,14%,i,i,0.3%,-2%,-37%,-1.2,-10%
Cc1ccc(O)c(NC(=O)c2cc(-c3ccco3)on2)c1,0%,2%,i,i,4.1%,-17%,-17%,-4.2,-14%
CC(=O)N1CCN(C(=S)c2cccc([N+](=O)[O-])c2)CC1,-29%,-7%,i,i,-0.6%,6%,2%,-1.0,0%
